Screening data as filed in PubChem.
M1 PAM parental: nonselective activator or artifact in parental CHO-K1 calcium assay. ATP EC20, Fluo-8 calcium fluorescence; 0% at ATP EC20, 100% at ATP max. activation, % at 3 µM. 360,000 tested, 0.02% active. AID 602247;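 active means activation above the run cutoff, the mean activation of all test compounds plus 3 SD, cut at about 40% in these data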;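 further: peak over basal fluorescence ratio in a 140 s read after ATP addition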
V1R ag counter: counter-screen for oxytocin receptor agonists: human V1a receptor agonists | AID 2797 | activation, % at 3 µM | 320,000 tested, 0.25% active | CHO-V1R cells, Fluo-8 calcium fluorescence, agonist mode; 0% DMSO, 100% 3 nM vasopressin | P37288;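 active means activation above the mean activation of all tested compounds plus 3 SD, per screening run, cut at about 20% in these data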;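 further: signal is peak over basal fluorescence ratio across a 100 second FLIPR read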
TAAR1 ag: agonists of human TAAR1; 360,000 tested, 0.99% active; CHO RD-HGA16 TAAR1, Fluo-8 calcium fluorescence; vehicle wells 0%, saturating PEA agonist 100%; Q96RJ0; activation, % at 3 µM;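 active means activation above the mean activation of all test compounds in the run plus 3 SD, cut at about 38% in these data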
Target sequence (Q96RJ0 whole entry, looked up): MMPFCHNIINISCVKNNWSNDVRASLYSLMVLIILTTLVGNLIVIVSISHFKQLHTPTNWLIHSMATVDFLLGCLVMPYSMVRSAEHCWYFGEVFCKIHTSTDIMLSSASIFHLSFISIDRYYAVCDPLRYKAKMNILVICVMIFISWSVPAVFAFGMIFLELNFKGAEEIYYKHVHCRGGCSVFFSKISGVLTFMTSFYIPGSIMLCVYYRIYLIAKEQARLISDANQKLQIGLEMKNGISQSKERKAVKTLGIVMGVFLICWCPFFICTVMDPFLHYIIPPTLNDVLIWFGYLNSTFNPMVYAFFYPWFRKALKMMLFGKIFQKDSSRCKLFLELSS
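Benchmarks: low control DMSO, high control PEA (EC100); System: CHO RD-HGA16 cells carrying human TAAR1 plus Gα16; Detection: Fluo-8 fluorescence, 5 s baseline then 140 s kinetic read; Schedule: 17-24 h plating, Fluo-8 75 min 37 °C, 30 min RT; Read-out basis: % activation from peak over basal fluorescence ratio, DMSO-to-PEA scaled.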
CHRM1 agonist: agonists of human M1 muscarinic receptor | activation, % at 3 µM | 360,000 tested, 0.33% active | CHO-K1 hM1, Fluo-8 calcium fluorescence, agonist mode; 0% DMSO, 100% acetylcholine EC100 | P11229;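 active means activation above the run's mean compound activation plus 3 SD, cut at about 16% in these data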;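 further: peak over basal fluorescence ratio within a 140 s kinetic read after compound addition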
Target sequence (P11229 whole entry, looked up): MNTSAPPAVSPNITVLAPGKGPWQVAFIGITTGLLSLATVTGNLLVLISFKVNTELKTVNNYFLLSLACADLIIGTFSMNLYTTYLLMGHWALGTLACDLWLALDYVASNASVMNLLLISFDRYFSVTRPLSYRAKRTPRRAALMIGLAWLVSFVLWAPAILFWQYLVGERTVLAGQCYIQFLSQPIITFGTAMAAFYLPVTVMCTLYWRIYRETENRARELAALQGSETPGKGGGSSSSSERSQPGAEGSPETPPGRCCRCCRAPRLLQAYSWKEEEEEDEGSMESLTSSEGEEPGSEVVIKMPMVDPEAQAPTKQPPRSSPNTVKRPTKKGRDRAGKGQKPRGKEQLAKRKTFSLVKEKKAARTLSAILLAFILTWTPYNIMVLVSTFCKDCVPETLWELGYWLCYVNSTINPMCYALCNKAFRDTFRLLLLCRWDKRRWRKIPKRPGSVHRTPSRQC
CHO parental Ca: signal in parental CHO cells, OX1R antagonist counter-screen; parental CHO-K1, ATP-induced calcium, Fluo-8 fluorescence; inhibition, % at 5.6 µM; 330,000 tested, 0.63% active; AID 463079;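 active means inhibition above that plate's mean sample inhibition plus 3 SD, cut at about 26% in these data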;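 further: 0% = ATP-challenged DMSO wells and 100% = DMSO wells without ATP; some compounds past the cut are filed as inactive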
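Assay system: parental CHO cells; Read-out basis: percent inhibition of ATP-evoked calcium rise, normalized to controls; Benchmarks: ATP and no-ATP DMSO wells; Compound dosing: single nominal dose of 5.6 µM per compound; Signal: Fluo-8 calcium dye fluorescence; Also added: ATP as calcium-mobilizing challenge; Repeats: singlicate.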
CHO-K1 Ca ag: M1 agonist counterscreen hit in parental CHO-K1 cells; Fluo-8 calcium fluorescence; scaled to maximal ATP response, vehicle zero; activation, % at 3 µM; 360,000 tested, 0.48% active; in the data active means activation above about 15%;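 further: untransfected CHO-K1 host cells lacking M1 receptor as counterscreen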
TAAR1 antagonist: antagonists of human TAAR1; inhibition, % at 3 µM; AID 624466; 360,000 tested, 1.5% active; CHO RD-HGA16 TAAR1, Fluo-8 calcium fluorescence, antagonist; Q96RJ0;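 active means inhibition above a per-plate cutoff, the mean inhibition of test compounds on that plate plus 3 SD, cut at about 49% in these data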;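 further: 0% = DMSO plus EC80 beta-PEA response and 100% = DMSO alone without agonist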
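Material: RD-HGA16 CHO cells with stable hTAAR1 and Gα16; Dosing: single nominal final test compound concentration of 3 µM; Schedule: seeding 17-24 h prior, 75-min 37 °C, 30-min RT dye loading; Detection: kinetic Fluo-8 calcium fluorescence measurement; Measure: % inhibition from peak post-agonist over basal fluorescence ratio; Benchmarks: vehicle and agonist controls.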
CHO-K1 Ca antag: M1 antagonist counterscreen hit in parental CHO-K1 cells; ATP-induced calcium, Fluo-8 fluorescence; 360,000 tested, 0.6% active; inhibition, % at 3 µM;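 active means inhibition above a per-plate cutoff, the plate's mean sample inhibition plus 3 SD, cut at about 24% in these data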;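 further: 0% = DMSO plus EC80 ATP and 100% = DMSO alone without ATP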
OXTR potentiate: human OXTR potentiation | P30559 | AID 2445 | 320,000 tested, 0.061% active | CHO-OTR cells, Fluo-8 calcium fluorescence, potentiator mode; 0% = oxytocin EC15, 100% = EC100 | activation, % at 3 µM;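 active means activation above that plate's cutoff, the mean activation of tested compounds plus 3 SD, cut at about 6.6% in these data, passing the limit was not always enough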;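 further: 100% uses oxytocin at 75 nM as the full agonist control; some results filed as inactive read as strong as hits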
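Replication – single well per compound, singlicate · Assay system – CHO cell line stably expressing human OTR · Timing – 6 min pre-incubation, 100 s read · Measure – normalized max/min fluorescence ratio, % activation · Doses – 3.0 µM, one dose · Detection – Fluo-8 calcium dye fluorescence · Probe or stimulus – oxytocin near EC15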
* marks the source's active call; other numbers are inactive results; . = not tested or not shown.

SMILES	M1 PAM parental	V1R ag counter	TAAR1 ag	CHRM1 agonist	CHO parental Ca	CHO-K1 Ca ag	TAAR1 antagonist	CHO-K1 Ca antag	OXTR potentiate
O=C1COc2ccccc2N1Cc1ccccc1Cl	-5	-0.5	6	-5	-16	-0.2	8	7	-5
Cc1cc(NS(=O)(=O)c2ccc(NC(=O)CSc3nc4ncccc4[nH]3)cc2)nc(C)n1	7	0.2	0	-2	-3	0.6	0	-3	-7
CCCCNC(=O)c1onc(CSc2nc3ccccc3[nH]2)c1C(=O)NCCCC	9	-1.6	0	-3	-27	-0.2	7	-15	-9
O=C(Cn1cnc2c(cnn2-c2ccc(F)cc2)c1=O)N1CCN(c2ccccc2F)CC1	-2	2.8	12	-3	-15	0.7	6	-3	-6
C=CCOc1cccc(CNc2ccc3[nH]c(=O)[nH]c3c2)c1	4	0.6	1	-3	7	3.6	-3	-7	-11
Cc1ccc(-n2nc3c(=O)n(C(C)C(=O)NCc4ccc5c(c4)OCO5)nc(C)c3c2C)cc1 (configuration not stated)	-5	6.5	1	-3	-32	4.1	-14	-17	-5
COc1ccc2c(Cl)c(C(=O)N/N=C3\CCCC(=O)C3)sc2c1	-3	7.3	11	1	1	4.1	17	20	-3
N#Cc1cnc(SCC(=O)Nc2ccccc2C(F)(F)F)nc1N	-7	0.8	15	0	0	-0.2	-2	14	-4
C[C@H](CO)N1C[C@H](C)[C@@H](CN(C)C(=O)Nc2ccccc2)Oc2c(NC(=O)C3CCCCC3)cccc2C1=O	-12	0.8	6	-7	-14	0.3	9	-11	1
CON(C)c1nc(C2CCCCC2)c2cc(C)ccc2n1	-15	-1.1	33	-4	-20	-0.7	-19	-2	2
Cc1ccc2nc(C)c3c(c2c1)N(c1ccccc1)CC3	11	1.1	1	-7	-11	3.1	-29	-10	-9
CN1C(=O)C(O)(CC(=O)c2ccncc2)c2ccccc21 (configuration not stated)	12	-0.4	7	-4	0	0.3	0	2	1
FC(F)Oc1ccc(NC(=S)NCc2ccco2)cc1Cl	-2	7.5	7	-2	20	7.4	37	2	-9
COc1cc(NC(=O)C/C(C)=N/NC(=O)c2cccc(O)c2)c(OC)cc1Cl	0	1.3	0	-3	-18	1.0	12	6	-3
Cc1cccc(NC(=O)CSc2ccc3nnc(-c4cccnc4)n3n2)c1	6	0.6	2	7	-4	0.2	-12	-12	-10
CCOC(=O)C1=C(C)NC(=S)NC1C (configuration not stated)	3	-0.3	2	-4	-2	-0.3	-4	-2	1
O=c1c2sccc2[nH]c(=S)n1Cc1ccccc1	10	0.3	1	-4	11	1.0	-1	0	-5
O=C(NCCc1ccccc1)C1CCN(S(=O)(=O)N2CCCCCC2)CC1	14	2.1	3	-1	2	0.6	-6	-12	-10
O=C(NCC(c1ccco1)N1CCOCC1)c1c(F)cccc1F (configuration not stated)	3	0.2	0	-3	-7	0.9	-24	-14	-1
CCOc1ccc(S(=O)(=O)Nc2ccc(C(=O)N3CC(C)OC(C)C3)cc2)cc1 (configuration not stated)	-20	27*	57*	33*	1	17*	26	4	-18
CC(C)CNC(CC(=O)O)c1ccccc1 (configuration not stated)	14	1.1	5	-3	2	1.4	-1	-20	-7
NC(=O)C1(N2CCCCC2)CCN(C(=S)NCCc2ccccc2)CC1	10	0.3	5	-4	-3	0.7	6	-15	-9
O=S(=O)(NCC1CC1)c1cc(Cl)cc(Cl)c1	-4	-1.8	6	-1	-1	-0.5	-3	-12	-6
Cc1cc(NC(=O)Nc2ccccc2)n(-c2ccccc2)n1	7	-0.5	8	-3	-2	1.1	7	-7	-2
CCc1[nH]nc(C(=O)N2CCCC(Nc3ccc(C(C)C)cc3)C2)c1C (configuration not stated)	2	0.5	1	0	-17	2.2	-35	0	-1
O=C(c1coc(=O)c(Br)c1)N1CCC(C(O)(c2ccccc2)c2ccccc2)CC1	14	1.2	3	-4	-10	4.0	-12	-6	3
Cc1ccccc1NC(=O)CSc1nc2ccccc2c2nc(CCn3cncc3C)nn12	16	3.7	3	-8	-18	2.5	6	-8	-12
CS(=O)(=O)c1ccc(N)c(SSc2cc(S(C)(=O)=O)ccc2N)c1	3	0.2	18	-8	4	0.0	-5	-7	1
Cc1ccccc1CO/N=C/c1[nH]ncc1Br	16	-0.4	-1	-3	-5	0.8	-18	-6	-8
CC(=O)Oc1ccc(/C=N/NC(=O)C2CCCN2S(=O)(=O)c2ccc(Cl)cc2)cc1 (configuration not stated)	9	3.6	12	1	-5	2.9	10	-14	-14
CCCc1c(C)c2ccccc2[nH]c1=O	4	-0.7	3	-4	-11	-0.4	-6	1	4
CC(CNC(=O)c1ccccc1Cl)c1ccccc1 (configuration not stated)	13	0.1	3	-5	-2	0.8	-6	-19	-2
Cn1c(CNC(=O)c2ccccc2F)cc2ccccc21	-7	0.8	1	-5	-20	-0.6	-3	-1	-11
CC[C@]12c3[nH]c4cc(CCC(=O)N(C)C)ccc4c3CCN1C(=O)[C@@H](CC(=O)NC(C)(C)C)C[C@@H]2C(=O)N1CCN(C(=O)C2CC2)CC1	6	.	3	-5	1	0.0	-16	-2	.
COc1ccc(C=CC(=O)c2ccc([N+](=O)[O-])cc2)cc1	-7	.	1	-2	.	-0.6	-7	-12	.
CCN1CCCC1CNC(=O)CSc1cc(=O)n(C)c2cc(Cl)ccc12 (configuration not stated)	9	1.5	5	-4	-6	0.4	9	10	-7
CN(CC(=O)Nc1cccc(F)c1)C(=O)CCCN1C(=O)c2cccc3cccc(c23)C1=O	1	-0.6	0	-6	-24	2.8	1	-3	1
O=C(CC1S/C(=N\S(=O)(=O)c2ccc(F)cc2)N(c2ccccc2)C1=O)Nc1ccccc1 (configuration not stated)	-1	2.0	2	-5	-5	0.9	5	-4	-11
Cc1nc(-c2ccc(NC(=O)c3ccccc3C)cc2)cs1	21	1.8	8	-7	-13	2.6	17	1	-3
CCCCn1c(=N)n(CCOc2ccc(C)cc2)c2ccccc21	2	7.9	23	-3	-6	0.9	8	-9	-6

Fetched by compound from the list above (4):
SMILES	M1 PAM parental	V1R ag counter	TAAR1 ag	CHRM1 agonist	CHO parental Ca	CHO-K1 Ca ag	TAAR1 antagonist	CHO-K1 Ca antag	OXTR potentiate
CCc1[nH]nc(C(=O)N2CCCC(Nc3ccc(C(C)C)cc3)C2)c1C (configuration not stated)	2	0.5	1	0	-17	2.2	-35	0	-1
CCCCn1c(=N)n(CCOc2ccc(C)cc2)c2ccccc21	2	7.9	23	-3	-6	0.9	8	-9	-6
O=C(NCCc1ccccc1)C1CCN(S(=O)(=O)N2CCCCCC2)CC1	14	2.1	3	-1	2	0.6	-6	-12	-10
CC[C@]12c3[nH]c4cc(CCC(=O)N(C)C)ccc4c3CCN1C(=O)[C@@H](CC(=O)NC(C)(C)C)C[C@@H]2C(=O)N1CCN(C(=O)C2CC2)CC1	6	.	3	-5	1	0.0	-16	-2	.

More compounds
SMILES	M1 PAM parental	V1R ag counter	TAAR1 ag	CHRM1 agonist	CHO parental Ca	CHO-K1 Ca ag	TAAR1 antagonist	CHO-K1 Ca antag	OXTR potentiate
COc1cc(S(=O)(=O)NCc2cccnc2)ccc1F	0	-0.1	11	-5	-3	0.5	5	2	-7
COc1ccc(CC(=O)Nc2nc(-c3cc(OC)ccc3OC)cs2)cc1	-5	0.3	12	-5	-23	1.4	55*	10	-7
Cc1nn2c3ccccc3nc2c2ccccc12	18	0.1	2	-4	-11	2.8	-1	-6	-13
COC(=O)C1CCN(C(=O)CCC2CCCCC2)CC1	8	1.1	12	-5	-8	0.1	3	-2	-10
COc1ccc(NC(=O)CCCSc2nc(-c3ccco3)cc(C(F)(F)F)n2)cc1OC	15	0.7	18	-4	-13	0.9	17	-1	-13
O=C(NC1CCCCC1)N1CCN(C(c2ccccc2)c2ccccc2)CC1	23	-0.8	-1	-9	-16	-0.5	-19	-18	5
CC(=O)Nc1cncc(-c2cccc(C(=O)N3CCOCC3)c2)n1	14	.	1	-1	.	0.8	4	-11	.
CCOC(=O)c1c(C)nc2sc3c(=O)n(-c4ccc(C(C)=O)cc4)cnc3c2c1-c1ccc(Cl)cc1	13	-0.3	-4	-1	-25	0.2	4	-2	4
COc1ccc(CN(C(=O)CSc2nnc(-c3ccc(OC)c(OC)c3)o2)c2ccc(F)cc2)cc1	3	-0.1	2	-1	-7	-0.1	-5	2	-15
Cc1ccccc1C(=O)NC1CCSC1=O (configuration not stated)	2	1.1	0	-3	-9	0.1	-6	-7	-3
CSc1nc(C)cc(SCC(=O)Nc2ccc(Cl)cc2Cl)n1	7	1.0	2	-4	-41	0.2	2	-2	-8
COC(=O)C1(C(=O)OC)NOC2C(=O)N(c3ccc(Cl)cc3Cl)C(=O)C21 (configuration not stated)	10	0.2	7	1	-12	0.1	-15	-8	2
Cc1ccc(S(=O)(=O)N2CCN(C(=O)CNC(=O)c3sc4ccccc4c3Cl)CC2)cc1	14	-0.2	0	-1	-6	0.1	-5	-6	-9
CC(=O)/C(N)=N/Nc1cccc(Cl)c1	15	2.6	7	-4	-8	1.4	-1	0	-3
CCCNC(=O)CSC1=N/C(=C/c2ccc(F)cc2)C(=O)N1CC	-3	-0.6	2	-4	-9	-0.7	-18	5	4
CC(C)(C)c1cc[n+](C2=C([O-])c3ccccc3C(=O)/C2=N\S(=O)(=O)c2cccs2)cc1	9	-0.2	3	-3	-15	1.1	-19	-2	-1
S=c1nc[nH]c2c1sc1nc(N3CCOCC3)c3c(c12)CCCC3	3	-0.2	-1	-4	-15	0.1	-13	-10	4
COc1ccc(S(=O)(=O)N2CCCC(C(=O)NCCC3=CCCCC3)C2)cc1 (configuration not stated)	10	-0.8	5	-6	-24	-0.3	2	-6	-4
C=CC(=O)NC(NC(=O)C=C)c1ccc(Br)cc1	16	-0.2	7	-4	-1	0.4	-13	-3	2
Nc1ccc(Oc2ccc([N+](=O)[O-])cc2[N+](=O)[O-])cc1	-12	0.5	0	4	-8	-0.1	-12	-7	3
Cc1cccc(NC(=O)c2ccc(S(=O)(=O)N3CCCCC3)cc2)n1	13	1.6	3	-7	-7	2.3	-21	1	-6
CCc1ccc(CNC(=O)CCc2nc(-c3cccs3)no2)cc1	10	0.0	-2	-6	-17	0.0	-4	-6	-1
COc1ccc(NC(=O)CCNS(=O)(=O)c2ccccc2F)cc1S(=O)(=O)N1CCOCC1	10	.	2	-2	.	-0.1	7	-13	.
Cc1ccc(C(=O)Nc2ccccc2N2CCCC2)cc1	22	-0.5	4	-7	-16	7.3	-19	0	-13
